AMA1-RON2 inh: qHTS for Inhibitors of AMA1-RON; Towards Development of Antimalarial Drug Lead: Primary Screen. AlphaScreen AMA1-biotinylated RON2 peptide binding. Potency, µM (titrated, usually from 58.2 µM), for the others: at the highest dose activity change, negative = inhibition, actives largely listed as inhibitors. Plasmodium falciparum AMA1 (3D7) - RON2 peptide interaction. hit rate 0.2% among 360,000;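 further: potency means the concentration at half of the fitted maximal effect; 0% = vehicle wells and -100% = peptide control; nearly all actives have a fitted effect of over 45% in size; some results filed as inactive show a strong effect at the top dose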
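AMA1 (3D7) with his tag at 25 nM final met compounds first, then biotinylated RON2 peptide at 25 nM; detection used donor plus acceptor beads, 10 µg/mL apiece, read by AlphaScreen after 30 min at room temperature.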
LmPK inh: qHTS Assay for Inhibitors of Leishmania Mexicana Pyruvate Kinase (LmPK). Q27686. purified LmPK, Kinase-Glo ATP luminescence, 1 h. Potency, µM (top dose mostly 57.5 µM), for inactives: top-dose activity change, negative = inhibition, hits mostly inhibitors. hit rate 0.37% among 290,000. AID 1721, 2009; further: potency means the concentration at half of the fitted maximal effect; on the % scale 0 is the no-effect control and ±100 the full control effect
Target sequence (Q27686 whole entry, looked up): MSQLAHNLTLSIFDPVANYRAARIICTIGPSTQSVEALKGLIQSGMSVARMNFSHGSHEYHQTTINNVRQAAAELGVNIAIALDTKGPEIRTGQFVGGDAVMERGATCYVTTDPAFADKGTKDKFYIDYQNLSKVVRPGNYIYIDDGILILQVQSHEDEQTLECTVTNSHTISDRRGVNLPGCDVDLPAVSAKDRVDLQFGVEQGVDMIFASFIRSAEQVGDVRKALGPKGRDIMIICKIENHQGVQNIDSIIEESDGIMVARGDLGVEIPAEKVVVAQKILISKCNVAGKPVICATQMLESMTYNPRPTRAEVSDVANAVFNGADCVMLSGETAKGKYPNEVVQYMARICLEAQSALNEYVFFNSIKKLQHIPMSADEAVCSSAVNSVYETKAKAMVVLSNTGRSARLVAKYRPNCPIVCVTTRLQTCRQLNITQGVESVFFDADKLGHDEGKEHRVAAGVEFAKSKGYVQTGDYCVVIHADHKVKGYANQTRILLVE
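0.1 nM LmPK, 0.5 mM PEP, 0.1 mM ADP; 50 mM imidazole pH 7.2, 7 mM MgCl2, 50 mM KCl; 1 h RT. Kinase-Glo luminescence readout, normalized to no-enzyme (full inhibition) and uninhibited wells.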
Tb PYK inh: qHTS of Trypanosoma Brucei Inhibitors. pyruvate kinase (Trypanosoma brucei), Q57TT1. TbPYK enzyme, Kinase-Glo Plus ATP luminescence, 45 min. Potency, µM (doses to about 76.8 µM), without a hit: at the top dose activity, negative = inhibition, hits mostly inhibitors. hit rate 0.12% among 410,000; further: potency means the concentration at half of the fitted maximal effect; on the % scale 0 is the no-effect control and ±100 the full control effect; nearly all actives have a fitted effect of over 50% in size
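TbPYK + substrate in 50 mM TEA pH 7.2, 100 mM KCl, 10 mM MgCl2, 0.05% BSA, 0.01% Tween-20; cpd pinned; ADP 130 uM final; 45 min RT; Kinase-Glo Plus 10 min; luminescence endpoint.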
Pf growth 48h: Primary qHTS for delayed death inhibitors of the malarial parasite plastid, 48 hour incubation; P. falciparum luciferase growth in erythrocytes, 48 h; Potency, µM (series often up to 28.7 µM), for inactives: top-dose activity change, negative = inhibition, actives largely listed as inhibitors; hit rate 5.9% among 310,000; further: potency means the concentration at half of the fitted maximal effect; on the % scale 0 is the no-effect control and ±100 the full control effect
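Luciferase-expressing parasites in RBCs, 2% Hct / 0.1% parasitemia final; RPMI 1640 + 0.5% Albumax; 37 C, 5% CO2, one generation; luminescence read-out, lower signal = inhibition.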
Cycloheximide cs: Cycloheximide Counterscreen for Small Molecule Inhibitors of Shiga Toxin; AID 2314, 2010; cell reporter, cycloheximide protein synthesis inhibition counterscreen; max response, %; hit rate 12% among 300,000; in the data active means max response mostly above about 13%, no sharp cut-off; inactive means mostly below about 14%; further: read at 38.3 µM for the half of the compounds with a filed dose; 0% is about no effect
Shiga toxin inh: A qHTS for Small Molecule Inhibitors of Shiga Toxin; Vero cells, Shiga toxin protein synthesis inhibition reporter; inhibition, % at 38.7 µM; hit rate 9.2% among 290,000; AID 2315, 2010; in the data active means inhibition mostly above about 28%, no sharp cut-off; inactive means mostly below about 43%; further: 0% is about no effect
Pf growth 96h: Primary qHTS for delayed death inhibitors of the malarial parasite plastid, 96 hour incubation; P. falciparum luciferase reporter growth, 96 h; Potency, µM (series often up to 28.7 µM), for inactives: at the highest dose activity change, negative = inhibition, hits mostly inhibitors; hit rate 6.9% among 320,000; AID 504834, 2011; further: potency means the concentration at half of the fitted maximal effect; on the % scale 0 is the no-effect control and ±100 the full control effect
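Parasite growth measured via integrated firefly luciferase reporter in P. falciparum. Infected erythrocytes at 2% hematocrit, 0.05% parasitemia final were treated 96 hours at 37 C under 5% CO2, and luminescence was read.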
An asterisk follows results filed as active; ? = inconclusive; · = not tested or not shown; [ ] = dose if it differs, or a comment. Unless noted, the call rests on the fitted dose curve; in most records, active means well fitted curve in the direction sought with a large enough effect; inconclusive means small, poorly fitted or top-dose-only effect, or another doubt; inactive means no such curve, though single readings can be large; an effect the other way counts as inactive or inconclusive.

Values run as follows: AMA1-RON2 inh | Pf growth 48h | Shiga toxin inh | Cycloheximide cs | LmPK inh | Pf growth 96h | Tb PYK inh
- O=C(Nc1cccnc1Cl)c1cc(-c2ccc(F)cc2)on1
    -3% | 13% | 14 | 10 | -4% | 5% | 3%
- CCCNS(=O)(=O)c1ccc(OCC(=O)N2CCCC2)cc1
    -10% | 1% | -3 | 3 | 6% | -6% | 2%
- CC(C)C(=O)Nc1nnc(-c2ccccc2)o1
    83%[activator] | · | 30 | 7 | 3% | 13% | 1%
- O=c1c(NCCc2ccccc2)c(-c2ccccc2)c1=O
    6% | 2.1µM* | 25 | 6 | 3% | -16% | -7%
- CC(C)=CCN1CCN(Cc2ccc3nsnc3c2)CC1CCO (configuration not stated)
    1% | -1% | -4 | -2 | 0% | ? | -2%
- OCCNc1nc(N2CCCC2)nc(N2CCCC2)n1
    -3% | 8% | 11 | -2 | 3% | -26% | -2%
- c1ccc(-n2ncc3c(N4CCN(c5ccccn5)CC4)nc(N4CCCCCC4)nc32)cc1
    2% | -11% | 16 | 12 | -4% | 5% | 0%
- CSC(=NC#N)N1CCN(c2ccc(Cl)cc2)CC1
    -14% | 9% | 47* | 28* | 1% | 31%[activator] | 1%
- CN(C(=O)COc1ccc(Cl)cc1Br)C1CCCCC1
    -1% | -11% | 72* | 45* | -2% | -16% | -2%
- CC(C)(C)NC(=O)COC(=O)c1ccc2c(c1)C(=O)N(Cc1ccco1)C2=O
    -8% | 37%[activator] | -16 | -4 | 5% | 20% | -3%

Looked up one by one from the entries so far:
Values run as follows: AMA1-RON2 inh | Pf growth 48h | Shiga toxin inh | Cycloheximide cs | LmPK inh | Pf growth 96h | Tb PYK inh
- O=c1c(NCCc2ccccc2)c(-c2ccccc2)c1=O
    6% | 2.1µM* | 25 | 6 | 3% | -16% | -7%
- CCCNS(=O)(=O)c1ccc(OCC(=O)N2CCCC2)cc1
    -10% | 1% | -3 | 3 | 6% | -6% | 2%
- CC(C)(C)NC(=O)COC(=O)c1ccc2c(c1)C(=O)N(Cc1ccco1)C2=O
    -8% | 37%[activator] | -16 | -4 | 5% | 20% | -3%
- c1ccc(-n2ncc3c(N4CCN(c5ccccn5)CC4)nc(N4CCCCCC4)nc32)cc1
    2% | -11% | 16 | 12 | -4% | 5% | 0%

Continuation:
Values run as follows: AMA1-RON2 inh | Pf growth 48h | Shiga toxin inh | Cycloheximide cs | LmPK inh | Pf growth 96h | Tb PYK inh
- CC(C)c1ccc(NC(=S)NNc2ccc(Cl)c(C(=O)O)c2)cc1
    44%[activator] | 4% | 52 | 38* | 2% | 13% | -4%
- CC(=O)N(C)c1ccc(C(O)(C(F)(F)F)C(F)(F)F)cc1
    -5% | 13% | 25 | -1 | 6% | 0% | 1%
- COc1ccc(C(CNC(=O)c2cccc(S(=O)(=O)N(C)c3ccccc3)c2)N2CCCC2)cc1 (configuration not stated)
    -5% | ? | · | · | · | ? | 3%
- Cc1nc2ccc(NC(=O)c3cc(S(=O)(=O)N(C)c4ccccc4)ccc3Cl)cc2s1
    20% | 1.3µM* | -2 | -5 | 1% | 0.37µM* | 9%
- COc1ccccc1N1N=C(c2cccs2)CC1c1ccccc1 (configuration not stated)
    231%[activator] | ? | 36* | 6 | -2% | ? | -15%
- O=C(O)C1(c2ccccc2)CCN(S(=O)(=O)c2ccccc2)CC1
    -5% | -4% | 5 | 2 | -2% | 0% | 2%
- O=C(C1CCCO1)N1CCN(C(=S)Nc2ccccc2)CC1 (configuration not stated)
    -2%[11.6 µM] | -1% | 6 | -2 | -1% | 21% | -1%
- CCOc1ccc(NC(=O)CN(C)C(=O)c2ccc(N3CCCCCC3)c([N+](=O)[O-])c2)cc1OCC
    ? | ? | · | · | · | ? | 4%
- Cc1cccc(C)c1NC(=O)C1CCCN1C(=O)Nc1cccc(F)c1 (configuration not stated)
    1% | 3% | -3 | 2 | 2% | ? | -5%
- COC(=O)c1cc(OC)c(OC)cc1NC(=S)N1CCN(c2ccccn2)CC1
    -23% | ? | 11 | 12 | 1% | 2% | 1%
- CCOc1ccc(-c2cn(S(=O)(=O)c3cccc4nsnc34)nc2N)cc1
    -21% | ? | -6 | 8 | 0% | · | 8%
- O=c1[nH]ncc2c3ccccc3n(Cc3ccc(F)cc3)c12
    -6% | 3.3µM* | -9 | 16 | 4% | -1% | -4%
- CC(C)Oc1ccccc1C1(c2ccccc2)NC(=O)NC1=O (configuration not stated)
    -3% | 15% | · | -1 | 0% | ? | 5%
- CCOC(=O)CCN1C(=O)c2ccccc2Sc2ncccc21
    -5% | 3% | -9 | 20 | 3% | ? | -7%
- CCSc1ccccc1C(=O)NCc1ccc(OC)cc1
    7% | · | 4 | -2 | 3% | 29% | 2%
- O=C(Nc1cccc(Cl)c1)c1ccc2c(c1)OCCO2
    8% | 255%[activator] | 60* | 32* | -19% | 4% | -9%
- CCN(CC)C(CNC(=O)CSc1nnnn1-c1cccc(F)c1)c1ccco1 (configuration not stated)
    14% | -29% | · | · | · | ? | 1%
- CN(CC(=O)Nc1ccc(Cl)cc1)C1CCCCC1
    1% | 0% | -8 | 9 | 1% | -36% | -11%
- O=C(N/N=C/c1cccnc1)C(=O)N1CCCCCC1
    2% | -6% | 12 | -2 | -8% | ? | -2%
- C/C(N)=C(/C#N)C(=O)CSc1nc2cc(Cl)ccc2c(=O)n1-c1ccc(C)cc1
    -7% | 21% | -46 | 9 | 0% | 28% | -1%

Arranged by heavy-atom count (low to high): part of the list above.
Values run as follows: AMA1-RON2 inh | Pf growth 48h | Shiga toxin inh | Cycloheximide cs | LmPK inh | Pf growth 96h | Tb PYK inh
- CC(C)c1ccc(NC(=S)NNc2ccc(Cl)c(C(=O)O)c2)cc1
    44%[activator] | 4% | 52 | 38* | 2% | 13% | -4%
- C/C(N)=C(/C#N)C(=O)CSc1nc2cc(Cl)ccc2c(=O)n1-c1ccc(C)cc1
    -7% | 21% | -46 | 9 | 0% | 28% | -1%
- CCOc1ccc(NC(=O)CN(C)C(=O)c2ccc(N3CCCCCC3)c([N+](=O)[O-])c2)cc1OCC
    ? | ? | · | · | · | ? | 4%

Further records follow:
Values run as follows: AMA1-RON2 inh | Pf growth 48h | Shiga toxin inh | Cycloheximide cs | LmPK inh | Pf growth 96h | Tb PYK inh
- CCCS(=O)(=O)c1c(S(=O)(=O)CCC)c2cc(-c3ccncc3)ccn2c1C(=O)OC
    4% | ? | 6 | -1 | 3% | -18% | 2%
- CCc1nn(CC(=O)NCc2cccnc2)c(=O)c2cc3occc3n12
    0% | 24% | 10 | -1 | -10% | 10µM* | -3%
- C=CCOc1ccc(CNn2c(C)n[nH]c2=S)cc1OC
    43%[activator] | 32%[activator] | 55* | 28* | 3% | -10% | ?
- O=C(NCC(=O)N1CCCCCCC1)c1ccccc1Br
    -3% | 6% | · | · | · | 15% | -4%
- CC(C)CCNC(=O)CN(C(=O)CCC(=O)Nc1ccccn1)c1ccc(F)c(Cl)c1
    9% | ? | 17 | 6 | 8% | 41%[activator] | -3%
- CC12CCC(C(=O)NC3CCCCC3)([C@H](Br)C1=O)C2(C)C (some centres not stated)
    -6% | 38%[activator] | 2 | -2 | -3% | 29% | -2%
- Cn1c(SCC(=O)c2c(N)n(C)c(=O)n(C)c2=O)nnc1-c1ccccc1F
    -17% | 10% | 9 | -1 | 4% | ? | 4%
- CC1(C)NC(=O)N(CC(O)Cn2c3ccccc3c3ccccc32)C1=O (configuration not stated)
    5% | ? | 23 | -1 | 0% | 115%[activator] | -18%
- Cc1ccc(-c2nnc3ccc(SCC(=O)Nc4cc(C)on4)nn23)cc1
    4% | ? | -23 | -3 | 3% | -28% | -1%
- O=C(NCCCO)C(=O)NCC(c1ccc2c(c1)OCO2)N1CCN(c2ccc(F)cc2)CC1 (configuration not stated)
    -15% | ? | -14 | 3 | -3% | -1% | -1%
- COc1ccccc1OCC(=O)Nc1ccc(S(=O)(=O)Nc2cc(C)nc(C)n2)cc1
    1% | 8% | -6 | 0 | -2% | -4% | 4%
- CCOc1ccc(CN2C(=O)c3ccccc3C2C(=O)NCC2CCCO2)cc1 (configuration not stated)
    11% | -4% | 16 | -11 | 0% | 2% | 1%
- COc1ccc(/C=N/NC(=O)c2[nH]c(C)c(C(=O)N/N=C/c3ccc(OC)cc3)c2C)cc1
    0% | 49%[activator] | -9 | 1 | 5% | 27% | 3%
- CS(=O)(=O)N1CCc2cc(C(=O)Nc3ccccc3Br)ccc21
    3% | 88%[activator] | 51* | 31* | 1% | 37%[activator] | -3%
- CCCCn1c(NC(=O)c2ccco2)c(C(=O)OCC)c2nc3ccccc3nc21
    27% | ? | -4 | -1 | 1% | ? | -11%
- N#Cc1c(SCC(=O)N2CCCCC2)nsc1SCC(=O)N1CCCCC1
    10% | 15µM* | -4 | -2 | -16% | 0% | 3%
- Oc1ccccc1CN1CCCC(N2CCN(c3cccc(C(F)(F)F)c3)CC2)C1 (configuration not stated)
    -8% | 1.5µM* | · | -1 | -2% | 148%[activator] | -4%
- CCCC(=O)O[C@]1(C(=O)CO)CCC2[C@@H]3CCC4=CC(=O)CC[C@]4(C)C3C(O)C[C@]21C (some centres not stated)
    · | -10% | · | · | · | ? | -8%
- N#CCCn1c2ccccc2c2nc3ccccc3nc21
    10% | 29% | -7 | -5 | 2% | 3% | 3%
- Cc1ccc(CNC(=O)CSc2nc(C)cc(C)c2C#N)cc1
    0% | 11% | 9 | -4 | 3% | -4%[5.75 µM] | -10%
- COc1ccc(OC)c(S(=O)(=O)N(C)CC(=O)N2CCc3ccccc3C2)c1
    -1% | ? | -7 | 13 | 5% | 149%[activator] | -6%
- O=C(N/N=C/c1ccc2c(c1)OCO2)C(=O)Nc1ccccc1
    0% | 58%[activator] | 24 | 1 | 3% | 85%[activator] | 1%
- CCOc1cccc(C2/C(=C(/O)c3ccc4c(c3)CC(C)O4)C(=O)C(=O)N2Cc2ccncc2)c1 (configuration not stated)
    -7% | -9% | 21 | 1 | 6% | -6% | 6%
- COc1ccccc1-c1n[nH]c(=S)n1Cc1ccco1
    · | -4% | 1 | -3 | -6% | 17% | ·
- O=C(c1cc(Cl)ccc1F)N1CCCC(Nc2ccc3c(c2)OCCO3)C1 (configuration not stated)
    -8% | 2% | -4 | -1 | -7% | ? | -18%
- O=C(OCCCN1CCCC1)C1(c2ccccc2)CCCC1
    -3% | 1% | -16 | -2 | 6% | 16% | -10%
- CCc1ccccc1N(CC(=O)N1CCCCCC1)S(C)(=O)=O
    -1% | -11% | -12 | -1 | -3% | -43% | -11%

Among those listed so far, these have a CF3 group.
Values run as follows: AMA1-RON2 inh | Pf growth 48h | Shiga toxin inh | Cycloheximide cs | LmPK inh | Pf growth 96h | Tb PYK inh
- CC(=O)N(C)c1ccc(C(O)(C(F)(F)F)C(F)(F)F)cc1
    -5% | 13% | 25 | -1 | 6% | 0% | 1%
- Oc1ccccc1CN1CCCC(N2CCN(c3cccc(C(F)(F)F)c3)CC2)C1 (configuration not stated)
    -8% | 1.5µM* | · | -1 | -2% | 148%[activator] | -4%
